# Screening results from PubChem.
# XIAP antagonists – XIAP antagonists, biochemical, IAP family, fluorescence polarization (AID 1018); XIAP BIR domain, fluorescence polarization peptide displacement; higher % means a stronger effect; displacement, % at 20 µM; hits with a dose series show IC50 in µM; 200,000 tested, 0.007% active; in the data active = displacement above about 50%; note: a part of the inactive calls stands beside numbers as strong as those of hits
# Lipid droplet – modulators of hepatic lipid droplet formation; AID 1656; AML12 mouse hepatocytes, oleate lipid droplets, BODIPY imaging; inhibition, % at 6.5 µM; 240,000 tested, 0.4% active;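 active = lipid droplet intensity inhibited by at least 50%, with more than 500 cells counted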
#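 material = mouse AML12 hepatocyte cell line, fixed after treatment | also added = 100 µM oleic acid challenge | doses = compound at 6.5 µM only | schedule = overnight exposure | technique = Image-based BODIPY and DAPI two-channel analysis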
# TNAP activation fold – human TNAP enzyme activators, primary screen, biochemical, luminescent, no phosphate acceptor, uHTS (AID 1001) | purified TNAP, luminescent activation assay, no phosphate acceptor; higher activation fold means a stronger effect | activation fold at 20 µM, or EC50 in µM where a hit was titrated | 200,000 tested, 0.03% active; in the data active = activation fold from about 3, or a potency from the dose series; inactive = the rest, 99 in 100 with activation fold below about 1.6; note: many of its hits are not listed in these tables
# K1F lysis inhibition – protection from phage-mediated lysis, alamar blue read-out – E. coli UTI89, K1F phage, bacterial capsule biogenesis inhibitors (AID 488966); E. coli UTI89 K1F phage lysis, alamar blue, 2 h; higher % means a stronger effect; inhibition, % at 100 µM, or IC50 in µM where a hit was titrated; 340,000 tested, 0.02% active;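 active = phage lysis inhibition, versus mean bacterial control, above a set limit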;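 note: capsule biogenesis inhibitors block K1F phage lysis so surviving cells raise fluorescence; higher fluorescence means more inhibition of phage lysis; actives were called in the ten point dose series up to 300 µM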
# P. falciparum M1AAP – malaria alanyl aminopeptidase activity blockers – biochemical, fluorogenic H-Leu-NHMec substrate, 1536-well (AID 1445); recombinant M1AAP, H-Leu-NHMec fluorogenic kinetic assay; higher % means a stronger effect; 220,000 tested, 0.42% active; inhibition, % at 30 µM, or IC50 in µM where a hit was titrated;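 active = primary inhibition above the hit cutoff, then over 50% inhibition at one or more dose response concentrations, cut at about 23% in these data, passing the limit was not always enough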;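 note: plate controls were DMSO full reaction for no effect and no enzyme background for full effect; strong numbers were not always called active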
# M17LAP inhibition – P. falciparum M17LAP inhibitors, primary screen, biochemical, fluorogenic H-Leu-NHMec substrate, 1536-well (AID 1619) | inhibition, % at 30 µM, or IC50 in µM where a hit was titrated | 220,000 tested, 0.38% active | recombinant M17LAP, H-Leu-NHMec fluorogenic kinetic assay; higher % means a stronger effect;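 active = compound inhibiting the enzyme by more than half at any dose during confirmatory dose-response retesting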;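 note: plate controls were full reaction with DMSO carrier for no effect and no enzyme background for full effect; strong numbers were not always called active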
# Siah-1 displacement – blockers of Siah-1 interaction with plectin peptide – biochemical, fluorescence polarization, rhodamine-plectin, uHTS, primary screen (AID 1817) | one-dose displacement, % at 20 µM; IC50 in µM for titrated hits | 290,000 tested, 0.02% active | Siah-1 / rhodamine-plectin peptide fluorescence polarization; higher % means a stronger effect;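 active = displacement of at least 50% at 20 µM, with a fluorescence ratio check between 0.3 and a set limit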;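 note: plate controls were Siah plus tracer with DMSO for no effect and tracer alone without Siah for full effect; strong numbers were not always called active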
# human PMI inhibitors – MPI inhibition at elevated mannose 6-phosphate – biochemical, fluorescence intensity, high mannose 6-phosphate, primary screen (AID 1220); recombinant PMI enzyme, coupled fluorescence intensity; higher % means a stronger effect; inhibition, % at 20 µM; hits with a dose series show IC50 in µM; 190,000 tested, 0.66% active
# human PMI inhibition – inhibitors of human PMI, primary screen, biochemical, fluorescence intensity, coupled assay (AID 1209); purified PMI enzyme, coupled fluorescence intensity; higher % means a stronger effect; inhibition, % at 20 µM, or IC50 in µM where a hit was titrated; 190,000 tested, 0.42% active;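 note: plate controls were DMSO vehicle for no effect and wells lacking substrate for full effect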
# Lipid droplet cells 6.5 µM – recorded beside Lipid droplet, whose call it bears; cell count; measured here: cell count, cytotoxicity flag;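 cells counted across two imaged fields per well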
# Starred values were filed as active, the others as inactive; . = no result given; [ ] = remark or other dose. Cut-off read from the data, not from the text of the source, unless noted: active = inhibition above about 50%; inactive = the rest.
# Second line of a record: XIAP antagonists | Lipid droplet | Lipid droplet cells 6.5 µM | TNAP activation fold | K1F lysis inhibition | P. falciparum M1AAP | M17LAP inhibition | Siah-1 displacement | human PMI inhibitors | human PMI inhibition
- COc1ccc([N+](=O)[O-])cc1NC(=O)c1ccc(N(Cc2ccccc2Cl)S(C)(=O)=O)cc1
  -4.1% | 18 | 681 | 1.1 | 2.1% | 6% | -17% | 0% | 21% | 22%
- COc1cc(-c2nc(N)n[nH]2)cc(OC)c1OC
  -4.0% | . | . | 1.1 | -0.3% | -5% | 0% | 2% | -1% | -1%
- COc1ccc(CCNc2ccc(C(CC(N)=O)NC(=O)c3ccc(Br)cc3)cc2[N+](=O)[O-])cc1 (stereo not given)
  . | 4 | 703 | . | 0.6% | 8% | 0% | 2% | . | .
- COc1ccc(C)cc1NC(=O)c1ccc([N+](=O)[O-])cc1[N+](=O)[O-]
  -2.0% | -1 | 748 | 1.1 | 0.0% | . | . | 14% | 8% | 3%
- Cc1ccc(C)n1-c1ccc(C(=O)NCC2CCCO2)cc1 (stereo not given)
  -4.4% | . | . | 1.1 | -0.1% | 4% | 12% | 0% | 12% | -1%
- Cc1sc(N/N=C/c2cccnc2)nc1-c1ccccc1
  -4.2% | . | . | 1.2 | 0.3% | 10% | 6% | -3% | 8% | 16%
- CCOc1ccc(NC(=O)CSc2nc3ccccc3c(=O)n2Cc2cccs2)cc1
  -0.5% | -6 | 552 | 1.2 | 0.3% | -3% | -5% | 2% | -6% | 2%
- CCC(C(=O)NCc1ccco1)n1nc(-c2ccc(OC)cc2)ccc1=O (stereo not given)
  -5.2% | . | . | 1.1 | 0.1% | -5% | 7% | 10% | 4% | 2%
- CC(C)(C)c1ccc(-c2cc(N)n[nH]2)cc1
  -7.2% | . | . | 1 | 4.3% | 5% | 10% | -2% | 8% | 6%
- CCCOC(=O)C1=C(C)N(C)C(=O)NC1c1cc2c(cc1[N+](=O)[O-])OCO2 (stereo not given)
  -7.5% | 3 | 651 | 0.9 | -1.0% | 4% | 3% | 3% | 19% | -1%
- C1CSC2(N1)C1CC3CC(C1)CC2C3 (stereo not given)
  -2.6% | . | . | 0.6 | 0.2% | -5% | -1% | 4% | -10% | -4%
- C/C(=N\NC(=O)c1ccccc1)c1nc2ccccc2n1C
  -14% | 1 | 620 | 1.2 | 0.1% | 5% | 4% | 0% | 10% | 6%
- CC(C)CCNC(=O)CCC(=O)NNc1nc2ccccc2c2nc(-c3ccccc3)nn12
  -6.1% | -7 | 669 | 1.7 | 1.6%[50 µM] | -3% | -13% | 22% | 10% | 20%
- Clc1ccc(OCc2nnc(SCc3nc4ccccc4[nH]3)n2Cc2ccco2)cc1
  -6.0% | . | . | 1.4 | 0.1% | 3% | 14% | 3% | 11% | 15%
- Fc1ccc(C2CC(c3ccccc3)n3ncnc3N2)cc1 (stereo not given)
  -1.6% | 4 | 762 | 1.1 | 0.1% | 6% | 3% | 0% | 3% | 7%
- COc1ccc(NC(=O)Nc2ccccc2F)cc1
  -0.7% | -10 | 709 | 1.1 | -0.6% | 4% | 8% | 0% | 4% | 2%
- COc1ccc2c(c1)O[C@@H](c1cccc(C(F)(F)F)c1)[C@H](OC(=O)N[C@H]1CCCc3ccccc31)C2=O
  -5.0% | -20 | 697 | 1 | . | 2% | 2% | 2% | 45% | 12%
- O=S(=O)(Nc1ccc(S(=O)(=O)Nc2nccs2)cc1)c1ccc2c(c1)OCCO2
  -5.1% | -9 | 769 | 1 | 0.2% | 7% | -2% | -1% | 2% | -4%
- O=C(CN1CCC(N2CCCCC2)CC1)N1CCCc2ccccc21
  -3.3% | 18 | 825 | 1 | -0.8% | -1% | 0% | 3% | -6% | -7%
- Cc1ccc(C)c(N2CCN(C(=O)c3cc4sccc4n3C)CC2)c1
  -4.0% | . | . | 1 | 7.7% | 5% | -2% | 0% | 12% | 25%

# More results follow.
# Second line of a record: XIAP antagonists | Lipid droplet | Lipid droplet cells 6.5 µM | TNAP activation fold | K1F lysis inhibition | P. falciparum M1AAP | M17LAP inhibition | Siah-1 displacement | human PMI inhibitors | human PMI inhibition
- Cc1cc(NC(=O)C2CC(c3ccccc3Cl)=NO2)no1 (stereo not given)
  -7.9% | -2 | 774 | 0.9 | 1.8% | 1% | -8% | -2% | -14% | -16%
- Cc1ccc(-n2c(CSc3nc(C)cc(C)n3)nnc2SCC(=O)Nc2nccs2)cc1
  . | 4 | 658 | . | 1.1% | -3% | 13% | 8% | . | .
- O=c1c2ccccc2[nH]c(=S)n1CCN1CCC(=C(c2ccc(F)cc2)c2ccc(F)cc2)CC1
  -5.0% | 0 | 748 | 1.1 | . | 11% | -7% | 5% | 5% | 9%
- Cc1cc2ncn(C(=O)c3ccc4c(c3)OCO4)c2cc1C
  -4.6% | . | . | 1.2 | 0.2% | 1% | 3% | -3% | 0% | -1%
- COc1ccc(NC(=O)COC(=O)c2ccc(O)cc2)c([N+](=O)[O-])c1
  -1.4% | 4 | 690 | 1.2 | -0.3% | 5% | 23% | 3% | 8% | 2%
- Brc1ccc(-c2cn3ccccc3n2)s1
  -6.1% | -3 | 715 | 1.1 | 4.2%[50 µM] | 5% | 1% | -3% | -9% | -6%
- COc1ccc(/C=C(\C#N)C(=O)OCC(=O)N2CC(C)OC(C)C2)cc1 (stereo not given)
  -5.8% | 7 | 709 | 1.1 | -0.3% | 5% | 37% | 15% | 4% | -6%
- Cc1ccc(NC(N)=S)cc1
  -9.1% | 11 | 683 | 1 | 2.2% | 1% | 19% | 0% | -5% | -4%
- Cc1ccc(C)c(S(=O)(=O)N2CCN(CC(=O)Nc3cc(C)on3)CC2)c1
  -0.7% | -5 | 722 | 1 | 3.5% | 7% | -4% | 2% | 0% | -1%
- CC(C(=O)Nc1sc2c(c1C(=O)NCC1CCCO1)CCC2)N1C(=O)c2ccccc2C1=O (stereo not given)
  -1.3% | 2 | 539 | 1.2 | 0.0% | 15% | 10% | -1% | 16% | 28%
- CC(=O)Cc1nsc(NC(=O)c2ccccc2Cl)n1
  -7.4% | 16 | 677 | 1.1 | -0.5% | 2% | -8% | 1% | -3% | -10%
- COc1cccc(-c2cc(C(F)(F)F)nc(N3CCC(C)CC3)n2)c1
  -4.1% | . | . | 1 | 0.4% | -2% | 4% | 1% | 4% | 1%
- CCOC(=O)C1(c2ccccc2)NC(c2ccccc2C)C2C(=O)N(c3ccc4c(c3)OCO4)C(=O)C21 (stereo not given)
  -6.5% | 9 | 714 | 1.1 | 2.1% | 0% | -10% | 0% | 7% | 8%
- Clc1ccc(/C=C/c2nc3ccccc3[nH]2)cc1
  -3.2% | . | . | 1 | 0.5% | 11% | -9% | 4% | 1% | 11%
- CN(C)S(=O)(=O)c1ccc(S(=O)(=O)N2CCN(CCC#N)CC2)cc1
  -9.6% | 4 | 644 | 1 | 8.5% | 5% | 4% | 0% | 12% | 16%
- Cc1ccc(NC(=O)CCN2C(=O)c3cccc4cccc(c34)C2=O)cc1
  -6.6% | 2 | 717 | 0.9 | 0.2% | -4% | -3% | -6% | -9% | -4%
- O=C(NCC1OCCc2ccccc21)c1ccco1 (stereo not given)
  -1.3% | 19 | 697 | 1.1 | 0.5% | 8% | 6% | -7% | -2% | 11%
- NS(=O)(=O)c1ccc(CCNC(=O)c2cccc(OC(F)F)c2)cc1
  -2.5% | -2 | 702 | 1 | 2.0%[50 µM] | -6% | 0% | 5% | 4% | -4%
- O=C(O)CC(NC(=O)COc1ccccc1)c1cccc([N+](=O)[O-])c1 (stereo not given)
  -2.3% | 10 | 728 | 1.1 | . | 11% | 0% | -1% | -6% | -16%
- O=C(Nc1cccc(O)c1)C(=O)Nc1ccccn1
  -0.7% | 5 | 703 | 0.9 | 3.2%[50 µM] | 3% | 5% | 0% | 5% | 9%

# The listing continues:
# Second line of a record: XIAP antagonists | Lipid droplet | Lipid droplet cells 6.5 µM | TNAP activation fold | K1F lysis inhibition | P. falciparum M1AAP | M17LAP inhibition | Siah-1 displacement | human PMI inhibitors | human PMI inhibition
- Cc1cc(Cl)nc(-c2ccccc2O)n1
  . | -1 | 679 | . | 0.3% | 5% | 4% | 14% | . | .
- FC(F)(F)c1cc(CCN2C(=S)NC[C@@H]2CC2CCCCC2)cc(C(F)(F)F)c1
  . | -4 | 690 | . | -1.1% | -1% | 3% | -3% | . | .
- CC(=O)Nc1ccc(NC(=O)CCCSc2nc3ccccc3[nH]2)cc1
  . | 0 | 634 | . | 0.0% | -2% | 2% | -10% | . | .
- COc1ccc(CCNCC(O)c2ccccc2)cc1 (stereo not given)
  -8.0% | -7 | 666 | 1.1 | 1.3% | 3% | 9% | 5% | -6% | -4%
- Cc1ccc(/C(O)=C/c2nc3ccccc3oc2=O)cc1
  . | 14 | 628 | . | . | 4% | -7% | 3% | . | .
- O=S(=O)(NNc1ccc(Cl)nn1)c1ccc(F)cc1
  -4.1% | 8 | 673 | 0.9 | -0.5%[50 µM] | -3% | 9% | -2% | -5% | -22%
- O=C(c1ccco1)N1CCN(S(=O)(=O)c2ccc(C3CCCCC3)cc2)CC1
  -2.0% | -26 | 714 | 1.1 | -0.8% | 6% | 2% | 0% | 9% | 3%
- CCN1CCN(C(=O)/C=C\C(=O)O)CC1
  0.2% | 13 | 828 | 1.2 | -0.3% | -4% | 8% | -1% | -14% | -10%
- CCCN1CCC(NCc2cn(C)nc2-c2ccc(Oc3ccccc3)cc2)CC1
  . | 20 | 684 | . | 0.4% | -7% | -1% | -3% | . | .
- Cc1ccc2nc(SCC(=O)NNC(=O)c3ccccc3)[nH]c2c1
  0.3% | -5 | 697 | 2.8 | 3.0% | -1% | 14% | -4% | 12% | 15%
- Cc1cc2nnc(SCC(=O)OC(C)C)n2c2ccccc12
  -3.2% | . | . | 1 | 0.0% | 10% | 2% | -2% | 5% | -4%
- COC(=O)C1=NNC(C(=O)c2ccco2)C1c1ccccc1 (stereo not given)
  -5.0% | -2 | 710 | 1 | -2.3% | 4% | -3% | 4% | -4% | -19%
- CCNc1c(NC(C)=O)c(=O)oc2ccccc12
  -1.2% | 1 | 670 | 1.1 | 0.1% | 2% | 14% | -1% | 2% | -2%
